# Rab9 promoter act: Rab9 promoter activation | Huh7 Rab9 promoter-luciferase reporter, luminescence, 24 h | Potency, µM (doses to about 9.22 µM), inactives show top-dose activation, negative = inhibition, hits mostly activators | 320,000 tested, 2.8% active; also: potency is read from the fitted curve at half-maximal effect; % of control where 0% means no effect; nearly all actives have a fitted effect of over 60% in size
#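 Measured in stably transfected Huh7 cells bearing a Rab9 promoter–luciferase construct: 24 h compound treatment at 37 °C, followed by luminescence detection.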
# BRCA1 expr up: BRCA1 expression activation | MCF7-BRCA1-FFLuc reporter, luminescence, 48 h; response scale: scaled: vehicle 0%, 10 µM genistein 100% | Potency, µM (highest dose often 46.1 µM), without a hit: at the top dose activation, most hits filed as activators | 380,000 tested, 1.1% active; also: potency is read from the fitted curve at half-maximal effect; nearly all actives have a fitted effect of over 80% in size; some results filed as inactive show a strong effect at the top dose
#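 MCF7-BRCA1-FFLuc, 2000 cells/well; 2 h attach, 37 °C/5% CO2; compound 48 h; luciferase substrate 15 min; luminescence end-point. Norm. to genistein 10 microM max activation and DMSO; concentration-response curves fitted.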
# NPC1 promoter act: activates the NPC1 promoter | 320,000 tested, 2.4% active | Huh7 NPC1 promoter luciferase reporter, 24 h | Potency, µM (doses to about 9.22 µM), inactives show at the highest dose activation, actives largely listed as activators;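 also: potency is read from the fitted curve at half-maximal effect; % of control where 0% means no effect; nearly all actives have a fitted effect of over 60% in size; reporter is driven by a mutant NPC1 promoter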
#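 Quantitative HTS used a cell-based reporter: Huh7 cells stably bearing the NPC1 promoter upstream of luciferase were treated with compounds for 24 h, and promoter activation was read as luminescence.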
# ELG1 DNA repair: ELG1-dependent DNA repair inhibition | HEK293T ELG1-luciferase reporter, luminescence, 16 h; DNA damage induced by 5-fluorouridine | Potency, µM (series often up to 46.1 µM), inactives show at the top dose activity change, negative = inhibition, most hits filed as inhibitors | 330,000 tested, 2.3% active | AID 504467; also: potency is read from the fitted curve at half-maximal effect; % is scaled to controls: 0 for no effect and ±100 for the full control effect; nearly all actives have a fitted effect of over 55% in size
#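 Luminescence from the luciferase reporter, measured 30 min after ONE-Glo reagent at room temperature, was the read-out. Beforehand, 2,000 cells per well were exposed for 16 hr at 37 °C to 5-fluorouridine together with compound or vehicle.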
# Tb PFK block: blocks T. brucei phosphofructokinase; T. brucei PFK, ADP-Glo luminescence; Potency, µM (series often up to 57.5 µM), inactives show at the top dose activity, negative = inhibition, usual class: inhibitors; AID 485367; 330,000 tested, 0.17% active; O15648;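 also: potency is read from the fitted curve at half-maximal effect; 0% = uninhibited 1x PFK enzyme wells and -100% = no-enzyme wells; nearly all actives have a fitted effect of over 60% in size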
# Target sequence (O15648 whole entry, looked up): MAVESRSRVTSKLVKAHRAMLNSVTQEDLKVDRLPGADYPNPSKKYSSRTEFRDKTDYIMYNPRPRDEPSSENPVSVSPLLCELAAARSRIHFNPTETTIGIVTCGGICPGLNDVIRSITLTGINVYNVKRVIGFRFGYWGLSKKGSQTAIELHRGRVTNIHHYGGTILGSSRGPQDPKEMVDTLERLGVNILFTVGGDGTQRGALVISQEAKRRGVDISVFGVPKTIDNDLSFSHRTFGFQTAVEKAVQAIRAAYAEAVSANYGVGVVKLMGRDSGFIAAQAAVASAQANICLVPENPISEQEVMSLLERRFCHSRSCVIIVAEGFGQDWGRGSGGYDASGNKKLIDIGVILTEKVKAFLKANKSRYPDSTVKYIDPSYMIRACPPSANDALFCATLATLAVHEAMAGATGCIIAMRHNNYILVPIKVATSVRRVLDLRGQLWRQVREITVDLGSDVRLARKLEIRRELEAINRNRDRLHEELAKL
#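 In TEA buffer at pH 8.0 with 5 mM MgCl2, enzyme (1.25 nM) converted F6P (0.5 mM) and ATP (0.1 mM) for 45 min at room temperature. ADP product was read by luciferase luminescence.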
# RORg inh: inhibitors of mouse ROR gamma transcriptional activity; Drosophila S2 Gal4-RORgamma UAS-luciferase reporter, 20 h; Potency, µM (highest dose often 53.6 µM), inactives show at the top dose activity change, negative = inhibition, most hits filed as inhibitors; 310,000 tested, 5.4% active; AID 2551; also: potency is read from the fitted curve at half-maximal effect; % is scaled to controls: 0 for no effect and ±100 for the full control effect; nearly all actives have a fitted effect of over 60% in size
#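 Stably transfected Drosophila Schneider cells are the test system, with ROR gamma fused to Gal4 and luciferase under UAS control; luminescence is read after 20 hr of 700 uM copper sulfate induction at ambient temperature.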
# Gal4-VP16 FLuc: Gal4-VP16 reporter inhibition counter-screen. Drosophila S2 Gal4-VP16 UAS-luciferase, luminescence, 20 h. Potency, µM (top dose mostly 53.6 µM), for inactives: at the highest dose activity, negative = inhibition, hits mostly inhibitors. 310,000 tested, 3.5% active;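 also: Gal4-VP16 expression switched on by copper sulfate through the metallothionein promoter; potency is read from the fitted curve at half-maximal effect; % is scaled to controls: 0 for no effect and ±100 for the full control effect; nearly all actives have a fitted effect of over 50% in size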
# p53 reactivation: mutant p53 re-activation in reporter cells | 320,000 tested, 0.063% active | H1299 p53-A138V BP100-luciferase reporter, luminescence, 24 h | Potency, µM (titrated, usually from 92.2 µM), for the others: at the top dose activity change, positive = activation, actives largely listed as activators; also: potency is read from the fitted curve at half-maximal effect; % of control where 0% means no effect; nearly all actives have a fitted effect of over 45% in size
#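 H1299 (p53-null), stable ts p53-A138V + BP100-Luc; 1000 cells/well, Opti-MEM/10% FBS; cpd 4 pt, 1:5; 24 h, 37 deg C, 5% CO2; detection reagent 10 min RT; luminescence.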
# TRPV1 agonist: activates the human vanilloid receptor TRPV1 | activation, % at 8.33 µM | 320,000 tested, 0.19% active | Q8NER1 | AID 540275 | TRPV1-expressing cells, Fluo-8 calcium influx, agonist mode; in the data active = activation above about 80%; inconclusive = between about 30% and that limit; also: 0% is about no effect
#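 Fluo-8 calcium influx in TRPV1-expressing cells, kinetic read (ex 480/em 520 nm). Compound added and read 3 min for agonist activity, followed by capsaicin at EC20 final and 2 min further read for enhancement.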
# FLuc modulator: inhibits or activates purified firefly luciferase, miR-21 counter-screen | purified FLuc, Km substrates, luminescence inhibition | 360,000 tested, 6.9% active | P08659 | Potency, µM (top dose mostly 57.5 µM), inactives show at the top dose activity change, negative = inhibition, most hits filed as inhibitors | AID 588342;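 also: potency is read from the fitted curve at half-maximal effect; plate controls were vehicle for no effect and reference inhibitor for full effect; nearly all actives have a fitted effect of over 55% in size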
# Target sequence (P08659 whole entry, looked up): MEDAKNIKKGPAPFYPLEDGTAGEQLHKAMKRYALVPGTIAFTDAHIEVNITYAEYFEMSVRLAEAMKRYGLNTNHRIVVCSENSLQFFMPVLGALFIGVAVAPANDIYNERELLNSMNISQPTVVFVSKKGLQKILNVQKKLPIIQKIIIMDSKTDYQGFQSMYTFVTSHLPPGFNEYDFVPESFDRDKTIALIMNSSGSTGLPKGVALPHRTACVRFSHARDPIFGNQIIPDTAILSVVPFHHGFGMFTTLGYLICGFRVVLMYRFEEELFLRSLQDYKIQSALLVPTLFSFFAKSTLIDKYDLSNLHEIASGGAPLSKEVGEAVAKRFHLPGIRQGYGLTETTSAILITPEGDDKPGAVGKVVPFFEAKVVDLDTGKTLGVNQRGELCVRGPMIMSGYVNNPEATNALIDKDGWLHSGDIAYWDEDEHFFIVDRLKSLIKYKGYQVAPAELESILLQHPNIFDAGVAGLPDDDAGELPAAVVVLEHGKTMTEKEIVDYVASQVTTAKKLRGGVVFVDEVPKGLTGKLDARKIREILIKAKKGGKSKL
#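 Purified P. pyralis luciferase, 10 nM final, with Km-level 10 uM D-luciferin and 10 uM ATP in 50 mM Tris acetate pH 7.5, 10 mM Mg acetate, 0.01% Tween-20, 0.05% BSA; 6-point qHTS titration about 60 µM downward; luminescence read.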
# ELG1 genotox: induces genotoxicity in HEK293T cells with luciferase-tagged ELG1; HEK293T ELG1-luciferase reporter, luminescence, 16 h; Potency, µM (titrated, usually from 46 µM), without a hit: at the top dose activity change, positive = activation, usual class: activators; 330,000 tested, 1.3% active; AID 504466; also: potency is read from the fitted curve at half-maximal effect; % of control where 0% means no effect; nearly all actives have a fitted effect of over 60% in size
#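 16 hr compound incubation (37 °C, 5% CO2) of HEK293T cells carrying luciferase-tagged ELG1; luciferase then measured by ONE-Glo luminescence after 30 min at RT.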
# Numbers without * were called inactive; ? = inconclusive; . = not tested or not shown; [ ] = dose if it differs, or a comment. Unless noted, calls follow the shape of the dose curve; as a rule, active = well fitted curve in the direction sought with a large enough effect; inconclusive = small, poorly fitted or top-dose-only effect, or another doubt; inactive = no such curve, though single readings can be large; an effect the other way counts as inactive or inconclusive. No enrichment for hits (roughly 15% active in at least one column).
SMILES	Rab9 promoter act	BRCA1 expr up	NPC1 promoter act	ELG1 DNA repair	Tb PFK block	RORg inh	Gal4-VP16 FLuc	p53 reactivation	TRPV1 agonist	FLuc modulator	ELG1 genotox
CC(C)(C)c1nnc(NC(=O)Cc2ccc(Br)cc2)s1	-2%	-5%	-3%	?	3%	-32%	?	-5%	0	2%	0%
CCOC(=O)CN(C(=O)CNC(=O)c1ccco1)C(C(=O)NC1CCCCC1)c1cccnc1 (centres undefined)	0%	-3%	1%	2%	2%	-5%	-2%	1%	-3	-2%	0%
C[C@]12c3[nH]c4ccc(Cl)cc4c3CCN1C(=O)[C@@H](CC(=O)NCCC1=CCCCC1)C[C@@H]2C(=O)N1CCCCC1	.	1%	.	?	-1%	.	.	-6%	.	.	0%
COc1ccc(C(=O)C(OC(=O)CNC(=O)c2ccco2)c2ccccc2)cc1 (centres undefined)	27%	1%	-1%	7%	0%	39%	9%	-2%	4	-8%	0%
COC(=O)c1cc(-c2cccc(OC)c2)n[nH]1	15%	28%	4%	?	0%	6%	17%	?	-1	?	10%
CC(=O)c1c(-c2ccc(Cl)cc2)c2ccccc2[nH]c1=O	-9%	-19%	-6%	?	0%	23%	1%	-3%	-1	-2%	5%
COc1cc(OC)c(-c2nn3c(-c4ccco4)nnc3s2)cc1OC	-1%	-36%	14%	?	-7%	-33%	-8%	1%	-4	-1%	16%
CNS(=O)(=O)c1cn(CC(=O)NCc2cccc(OC)c2)cc1S(=O)(=O)NC	1%	-3%	-4%	28%	-8%	13%	4%	1%	1	2%	1%
O=C(O)C1Cc2ccccc2CN1C(=O)COc1ccc(Cl)cc1Cl (centres undefined)	-7%	0%	-2%	8%	-4%	18%	-2%[10 µM]	-1%	-1	?	-5%
Cc1ccc(S(=O)(=O)c2nnn(-c3cccc(F)c3)c2N)cc1	4%	-6%	-3%	-18%	-1%	?	?	4%	28	-4%	-8%
CCN1CNC(=S)N(CCc2ccccc2)C1	-6%	-9%	-2%	?	6%	8.9µM*	13µM*	-2%	0	-1%	-2%
Cc1nnc(NC(=O)c2oc3ccccc3c2C)s1	4µM*	32%	4.5µM*	?	3%	?	?	?	3	3µM*	18µM*
CCCCNC(=O)C(C#N)c1nc2ccccc2nc1N1CCN(c2ccccc2F)CC1 (centres undefined)	1%	41%	-1%	2%	-3%	7%	-6%	9%	13	-12%	-2%
CC(=O)c1cccc(N(C(=O)c2ccco2)C(C(=O)NC2CCCC2)c2ccncc2)c1 (centres undefined)	13%	1%	0%	6%	-5%	38%	-6%	10%	1	1%	3%
CSc1ccccc1NC(=O)Nc1ccccc1	20%	65%	15%	?	15%	-42%[0.365 µM]	.	14%	22	?	?
COc1ccc(NC(=O)C2CCCN2S(=O)(=O)c2cccs2)c([N+](=O)[O-])c1 (centres undefined)	0%	-17%	-1%	-15%	0%	.	.	4%	6	3%	-2%
CCOC(=O)Cc1csc(NS(=O)(=O)Cc2ccccc2)n1	-1%	0%	-2%	4%	13%	1%	15%	-5%	1	4%[2.3 µM]	-2%
CCCS(=O)(=O)N1CCCC(C(=O)c2ccccc2OC)C1 (centres undefined)	-1%	2%	-7%	5%	-2%	-6%	-1%	-4%	-3	2%	-2%
COc1ccc(-c2nc(C)ncc2N=Nc2ccccc2)cc1	0%	15%	0%	-5%	1%	13%	10%	-1%	6	?	4%
COCCN(C(=S)Nc1ccc(C(C)C)cc1)C(C)c1cccs1 (centres undefined)	-3%	1%	2%	-8%	0%	3.5µM*	?	16%	-2	6%	-1%
COc1cc(NC(=O)COC(=O)c2cnc(C)cn2)c(C)cc1[N+](=O)[O-]	1%	0%	7%	1%	-3%	37%	-7%	0%	-1	2%	0%
CCN(C(=O)COC(=O)C1CC1)c1c(N)n(Cc2ccccc2)c(=O)[nH]c1=O	2%	5%	-5%	12%	0%	.	.	16%	0	-3%	-1%
CC(=O)c1ccc(-c2ccc(C(=O)NC3CC(C)(C)NC(C)(C)C3)o2)cc1	-4%	25%	3%	?	7%	.	.	-3%	-4	0%	?
Cc1cc(Cl)ccc1OCC(=O)NCCCN1CCOCC1	-1%	1%	-1%	1%	-1%	?	2%	-6%	6	-3%	0%
CCN(CC)S(=O)(=O)c1ccc2c(c1)N(CC(=O)NCc1ccccn1)C(=O)CO2	0%	3%	-5%	0%	1%	4%	-8%	-3%	.	4%	2%
Cc1oc2ccc(OCc3ccc(F)cc3)cc2c1C(=O)O	-3%	16%	-2%	0%	3%	13%	-3%	2%	-1	?	-2%
NC(=O)CC(NC(=O)Cc1ccc(Br)cc1)c1ccc(NCCc2cccc(F)c2)c([N+](=O)[O-])c1 (centres undefined)	-4%	3%	0%	1%	-7%	-1%	2%	-2%	1	2%	-1%
CS(=O)(=O)N(CC(=O)NCC1CCCO1)c1ccc(Cl)c(Cl)c1 (centres undefined)	-2%	1%	-1%	16%	-1%	-10%	-10%	1%	-5	5%	-4%
Cc1ccc2c(CSc3nc4ccccc4c(=O)n3CCCO)cc(=O)oc2c1C	3%	-33%	0%	?	0%	-4%	-26%	-7%	3	?	-2%
COc1ccc(C(c2nnnn2C(C)(C)C)N2CCN(C)CC2)cc1OC (centres undefined)	0%	-20%	-2%	-2%	-2%	6%	0%	-17%	0	2%	1%
O=C(CN1C(=O)NC2(CCCC2)C1=O)Nc1cc(Cl)ccc1N1CCCCC1	-4%	-11%	-3%	-2%	14%	-2%	-6%	0%	1	-1%	6%
COc1ccc(CN(C(=O)c2ccco2)C2CC(C)N(C)CC2C)cc1 (centres undefined)	-3%	4%	-1%	8%	-3%	10%	-2%	6%	-6	-7%	0%
Nc1nc(SC2c3cccc4cccc(c34)C2NS(=O)(=O)c2ccccc2)n[nH]1 (centres undefined)	0%	-22%	-3%	-19%	-6%	-22%[10 µM]	-6%	-7%	0	5%	-1%
CCCCN(CC)CCNC(=O)C1c2cc(OC)c(OC)cc2C(=O)N2CCc3ccccc3C12 (centres undefined)	-9%	-5%	-1%	2%	-8%	2%	-11%	-4%	4	1%	1%
CC(C)(C)NC(=O)NC(=O)C[n+]1ccc(Cc2ccc([N+](=O)[O-])cc2)cc1	15%[1.84 µM]	-37%	-2%	-29%	-8%	-2%	-3%	-7%	0	0%	-9%
CC(C)(C)c1ccc(OCCC(=O)Nc2cccc(S(=O)(=O)N3CCCCC3)c2)cc1	-1%	-63%	-5%	-3%	-3%	?	-10%	?	9	-7%	0%
Cc1cc2nnc(SCC(=O)OC(C)C)n2c2ccccc12	-7%	1%	-1%	?	1%	23%	-19%	7%	-3	?	-2%
CC(C)Cn1c(O)c(/C=C2\C=NN=C2c2ccccc2)sc1=S	-5%	-63%	-1%	?	2%	?	?	-15%	-1	-10%	6%
O=C1NN(c2ccc(Cl)c(Cl)c2)C(=O)/C1=C/c1ccc(-c2ccccc2C(=O)O)o1	-4%	0%	-3%	-2%	-17%	-2%	-6%	-4%	1	?	1%
O=C(CSc1n[nH]c(-c2cccnc2)n1)Nc1ccccc1[N+](=O)[O-]	-2%	-6%	-1%	-8%	-2%	23%	-10%	5%	-3	-1%	-3%
Cc1ccc(C(=O)N2CCN(c3ccccn3)CC2)cc1C	0%	2%	0%	-8%	6%	22%	4%	12%	8	3%	-3%
Cc1cc(C)c(-c2csc(NC(=O)CCCc3nc4ccccc4c(=O)[nH]3)n2)c(C)c1	-9%	-57%	-5%	5.2µM*	1%	.	.	3%	-1	-1%	?
COc1cc(C(=O)N2CCN(C(=O)Cc3ccccc3)CC2)cc(OC)c1OC	2%	-11%	3%	3%	-6%	13%	0%	0%	5	0%	3%
COc1cc(OC)cc(C(=O)N2CCN(C(=O)c3cccnc3)CC2)c1	-2%	-6%	-2%	6%	1%	14%	-3%	.	-1	1%	0%
COCCCNC(=O)CSc1nc2c(sc(=S)n2-c2cc(Cl)ccc2OC)c(=O)[nH]1	-8%	-5%	-1%	-10%	1%	2%	-2%	9%	0	5%	1%

# As a working copy, some entries already given.
SMILES	Rab9 promoter act	BRCA1 expr up	NPC1 promoter act	ELG1 DNA repair	Tb PFK block	RORg inh	Gal4-VP16 FLuc	p53 reactivation	TRPV1 agonist	FLuc modulator	ELG1 genotox
CCCCNC(=O)C(C#N)c1nc2ccccc2nc1N1CCN(c2ccccc2F)CC1 (centres undefined)	1%	41%	-1%	2%	-3%	7%	-6%	9%	13	-12%	-2%
CC(=O)c1cccc(N(C(=O)c2ccco2)C(C(=O)NC2CCCC2)c2ccncc2)c1 (centres undefined)	13%	1%	0%	6%	-5%	38%	-6%	10%	1	1%	3%
